From PubChem
KCNK9 inh = inhibitors of human KCNK9 two-pore domain potassium channel; Q9NPC2; HEK293 KCNK9, FluxOR thallium flux fluorescence; stronger effect = lower value; B-score at 10 µM; hit rate 1.2% among 310,000;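 active means ratio B-score over 3 SD below the library mean, with starting fluorescence within 5 SD of its mean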;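 further: negative B-score means less thallium flux so channel inhibition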
ANO1 activ = mouse TMEM16A channel activation, primary screen; Q8BHY3; HEK293 TMEM16A/YFP-H148Q/I152L, iodide quench fluorescence; stronger effect = lower value; B-score at 10 µM; hit rate 0.3% among 340,000; AID 623877;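 active means fluorescence-ratio B-score plate-corrected deviation score at least 3 library SD below zero, with starting fluorescence score within 5 deviations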;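 further: channel opened by trigger with iodide after compound preincubation; score built on the fluorescence ratio of max minus min over baseline; more negative score means more quench and so TMEM16A activation or potentiation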
hERG rescue = shields human hERG channel from block by proarrhythmic agents. Q12809. AID 1511. activation (rescue from dofetilide block), less the hit threshold, % at 10 µM. CHO-hERG, FluxOR thallium flux, dofetilide IC70 present. hit rate 0.51% among 310,000;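 active means activation above the mean of controls blocked by dofetilide plus 5 SD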;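 further: thallium influx through hERG after potassium depolarization seen as dye fluorescence rise; in these data hits start at about 4.7%; inactives centre near -7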
DYRK1A inh = blocks rat Dyrk1A kinase activity. Q63470. ADP-Glo luminescence, NFATc1 peptide. inhibition, % at 12.5 µM. hit rate 0.43% among 310,000; in the data active means inhibition above about 50%;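 further: plate controls were vehicle with enzyme for no effect and no enzyme for full effect; many of its hits are not listed in these tables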
HDAC3 inh = human HDAC3 inhibition; O15379; recombinant HDAC3, fluorogenic peptide/trypsin coupled, fluorescence; inhibition, % at 8.3 µM; hit rate 0.15% among 320,000; AID 2718; in the data active means inhibition above about 26%, passing the limit was not always enough
TMEM16A inh = blocks the mouse calcium-activated chloride channel TMEM16A; Q8BHY3; HEK293 TMEM16A/YFP iodide influx fluorescence, ionomycin; normalized B-score (activity score, 25-100; higher = stronger inhibition) at 10 µM; hit rate 1.2% among 310,000;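 active means ratio plate-corrected score three or more library SD toward inhibition, starting fluorescence score within five deviations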;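 further: score derived from kinetic fluorescence span divided by baseline fluorescence per well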
KCNQ1 inh = human KCNQ1 channel inhibition; P51787; CHO-K1 KCNQ1, FluxOR thallium flux fluorescence; stronger effect = higher value; B-score at 10 µM; hit rate 1.3% among 310,000;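 active means compounds whose thallium flux B-score, printed positive for inhibition, exceeds three library SD while starting fluorescence stays within three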;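 further: channel opened by potassium depolarization with thallium stimulus after 20 min compound exposure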
Target sequence (P51787 whole entry, looked up): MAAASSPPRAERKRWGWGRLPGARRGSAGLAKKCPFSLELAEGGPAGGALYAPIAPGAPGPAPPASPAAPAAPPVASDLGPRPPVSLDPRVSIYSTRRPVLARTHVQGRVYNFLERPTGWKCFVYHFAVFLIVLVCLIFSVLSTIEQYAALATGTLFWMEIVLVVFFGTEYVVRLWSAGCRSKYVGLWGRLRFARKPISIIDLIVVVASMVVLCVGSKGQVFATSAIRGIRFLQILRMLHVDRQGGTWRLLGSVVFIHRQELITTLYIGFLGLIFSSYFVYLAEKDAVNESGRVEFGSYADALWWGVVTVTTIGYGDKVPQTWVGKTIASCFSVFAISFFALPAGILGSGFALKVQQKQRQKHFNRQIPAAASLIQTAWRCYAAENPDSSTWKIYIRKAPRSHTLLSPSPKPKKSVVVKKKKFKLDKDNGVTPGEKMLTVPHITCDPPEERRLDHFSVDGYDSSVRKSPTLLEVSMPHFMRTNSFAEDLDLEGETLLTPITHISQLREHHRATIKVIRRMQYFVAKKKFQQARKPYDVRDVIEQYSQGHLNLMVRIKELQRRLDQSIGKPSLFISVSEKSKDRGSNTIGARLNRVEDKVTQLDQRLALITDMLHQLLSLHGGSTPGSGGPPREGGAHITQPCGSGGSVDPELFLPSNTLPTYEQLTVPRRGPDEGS
KCNK3 block = human KCNK3 channel inhibition, primary screen. O14649. CHO-KCNK3 thallium flux, FluxOR fluorescence; stronger effect = lower value. B-score at 10 µM. hit rate 0.84% among 340,000. AID 602410;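 active means B-score under library mean minus 4 SD, starting fluorescence ratio at most library mean plus 5 SD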;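 further: more negative B-score means stronger inhibition of thallium flux through KCNK3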
Target sequence (O14649 whole entry, looked up): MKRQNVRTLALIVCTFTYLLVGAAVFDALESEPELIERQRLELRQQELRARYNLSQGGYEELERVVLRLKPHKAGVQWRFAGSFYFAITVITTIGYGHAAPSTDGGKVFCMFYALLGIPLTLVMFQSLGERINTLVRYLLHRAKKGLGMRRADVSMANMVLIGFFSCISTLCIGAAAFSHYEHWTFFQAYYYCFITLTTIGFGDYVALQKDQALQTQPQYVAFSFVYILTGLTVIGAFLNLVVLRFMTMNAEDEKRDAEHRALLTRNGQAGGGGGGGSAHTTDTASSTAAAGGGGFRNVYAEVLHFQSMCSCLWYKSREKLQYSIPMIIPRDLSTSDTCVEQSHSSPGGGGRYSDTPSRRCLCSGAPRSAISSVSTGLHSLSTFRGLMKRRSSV
KCNQ1 act = human KCNQ1 channel potentiation or activation; hit rate 0.35% among 310,000; P51787; B-score at 10 µM; CHO-K1 KCNQ1, thallium flux FluxOR fluorescence; stronger effect = higher value; AID 2648;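 active means fluorescence ratio B-score, a plate-corrected score, at least three library SD, with initial intensity B-score within 5 SD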
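System: Stable KCNQ1 CHO-K1 line | Incubation: 90 min dye loading and 20 min compound exposure, both at room temperature | Measure: Ratio B score | Medium: Assay buffer for compound exposure, DMSO matched across wells | Compound dosing: Single-concentration screen | Probe or stimulus: K+/Tl+ depolarizing stimulus | Measured by: Kinetic FluxOR fluorescence, 10 s baseline plus 110 s post-stimulus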
TRPC4 PAM = TRPC4 (mouse) allosteric potentiation. Q9QUQ5. HEK293 TRPC4beta/mu-opioid, DAMGO EC20, Fluo-4 Ca2+ flux; stronger effect = higher value. B-score at 10 µM. hit rate 0.42% among 310,000. AID 2227;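 active means B-score of calcium response area above 5 SD of library B-scores, with initial fluorescence ratio within 5 SD of library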;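 further: B-score of integrated fluorescence ratio over time as area under calcium response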
TRPC4 agonist = opens the mouse TRPC4 cation channel; Q9QUQ5; HEK293 TRPC4beta/mu-opioid, Fluo4 calcium fluorescence; stronger effect = higher value; B-score at 10 µM; hit rate 0.49% among 310,000; AID 2237;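 active means B-score above 5 SD of library B-scores, and initial fluorescence ratio not above library mean plus 5 SD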;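 further: positive B-score marks a calcium rise read as TRPC4 activation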
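Material: HEK293 stable line with TRPC4beta plus mu-opioid receptor; technique: Fluo4 calcium-sensitive dye fluorescence, kinetic, 1 Hz baseline; timing: Fluo4 dye loading 45 min at room temperature, 110 s recording; controls: assay buffer as low control, maximal DAMGO as high control; read-out: integrated baseline-normalised fluorescence ratio, converted to per-well B score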
* hit, by the source's call; i = inactive; / = not tested or not shown. Only part of the results is shown; count on the stated rates, not on these rows.

mol | DYRK1A inh | TMEM16A inh | KCNQ1 act | TRPC4 agonist | KCNK3 block | hERG rescue | ANO1 activ | HDAC3 inh | KCNK9 inh | KCNQ1 inh | TRPC4 PAM
Cc1c(CCC(=O)NCCCC(=O)O)c(=O)oc2cc3oc4c(c3cc12)CCCC4 | -3 | i | i | i | i | -14 | i | -19 | i | i | i
COc1ccc(-n2c(=O)/c(=C\c3cccs3)s/c2=C(/C#N)C(=O)NCCN2CCOCC2)cc1 | 8 | i | i | i | i | -4 | i | -5 | i | i | i
Cc1ccc2sc(NNC(=O)C3COc4ccccc4O3)nc2c1C (centres undefined) | -1 | i | / | / | i | / | i | -2 | / | / | /
FC(F)(F)c1ccc(NCCc2ccccc2)nc1 | 7 | i | i | i | i | -9 | i | 10 | i | i | i
COc1ccc(C2/C(=C(\O)c3ccc4c(c3)OCCO4)C(=O)C(=O)N2Cc2cccnc2)cc1OC (centres undefined) | -4 | i | i | i | i | -10 | i | 4 | i | i | i
Cc1ccc(/C=N/n2cc(-c3ccccc3)[nH]c2=S)s1 | 2 | i | i | i | i | -3 | i | 6 | i | i | i
C=CCn1c(COc2ccccc2F)nnc1SCCN1C(=O)c2ccccc2C1=O | -2 | i | i | i | i | -11 | i | / | i | i | i
CCOc1ccc(NC(=O)CCC(=O)n2nc(C)cc2C)cc1 | / | i | i | i | / | -12 | / | -2 | i | i | i
CC12CCC(C/C1=N/O)C2(C)C (centres undefined) | -12 | i | i | i | i | -5 | i | -4 | i | i | i
COc1ccc(OC)c(CN2CCN(C(=O)c3cc(S(=O)(=O)Nc4ccccc4OC)ccc3C)CC2)c1 | -3 | i | i | i | i | -13 | i | -5 | i | i | i
CC(C)CNC(=S)N(Cc1ccco1)Cc1cc2cc3c(cc2[nH]c1=O)OCCO3 | 1 | i | i | i | i | -8 | i | -2 | i | i | i
CC(C)(C)N(Cc1ccccc1)C(=O)COC(=O)CN1C(=O)NC2(CCCC2)C1=O | -9 | i | i | i | i | -10 | i | -1 | i | i | i
CSc1ccc(S(=O)(=O)NCC(=O)OCC(=O)NCc2cccs2)cc1[N+](=O)[O-] | 8 | i | i | i | i | -12 | i | -4 | i | i | i
O=C(Nc1cccc(OCC(=O)N2CCOCC2)c1)c1cccc([N+](=O)[O-])c1 | -3 | i | i | i | i | -11 | i | 7 | i | i | i
O=S1(=O)N=C(N/N=C/c2ccc(Br)o2)c2ccccc21 | 1 | i | i | i | i | -6 | i | 4 | i | i | i
CCOc1ccc(N2C(=O)/C(=C\c3ccc(OC)c(O)c3)S(=O)(=O)C2c2cccc([N+](=O)[O-])c2)cc1 (centres undefined) | / | i | i | i | i | -13 | i | 10 | i | i | i
COc1ccc(/C=N/NC(=O)c2cc3c(OC)ccc(OC)c3[nH]2)cc1O | -1 | i | i | i | i | -6 | i | 2 | i | i | i
CCOc1cc(C2NC(=O)NC(O)(C(F)(F)F)C2C(=O)c2ccccc2)ccc1OC (centres undefined) | -3 | i | i | i | i | -13 | i | -1 | i | i | i
Cn1cc([N+](=O)[O-])c(C(=O)Nc2ccc(C(=O)N3CCCCC3)cc2)n1 | 2 | i | i | i | i | -4 | i | -5 | i | i | i
CN(C)/C=C\C(=C/C(=O)C(F)(F)F)Nc1ccccc1Oc1ccccc1 | 1 | i | i | i | i | -19 | i | 8 | i | i | i
Clc1ccc(CSc2snnc2-c2ccccc2)cc1 | -6 | i | i | i | -12* | -3 | i | 2 | -8.6* | i | i
C=CCc1ccc(OCC(O)CN2CCCCC2C)c(OC)c1 (centres undefined) | -10 | i | i | i | i | -6 | i | 1 | i | i | i
O=C(c1ccccc1)c1ncc[nH]1 | -2 | i | i | i | i | -4 | i | -8 | i | i | i
CCn1cc(C(=O)NCCCN(C)C)c(=O)c2cc(F)c(N3CCN(C)CC3)cc21 | -1 | i | i | i | i | -12 | i | -31 | i | i | i
COc1ccc(N2C(=O)/C(=C/c3ccc([N+](=O)[O-])cc3)N=C2C)cc1 | 0 | i | i | i | i | -2 | i | 4 | i | i | i
CCOC(=O)C1=C(c2ccccc2)ON(C)C1c1ccccc1 (centres undefined) | -5 | i | i | i | i | -9 | i | 9 | i | i | i
CCC(C)(C(=O)NC1CCCCC1)N(C)C(=O)c1ccccn1 (centres undefined) | 3 | i | i | i | i | -7 | i | -3 | i | i | i
CS(=O)(=O)Nc1ccc(-c2cn3cccnc3n2)cc1 | -1 | i | i | i | i | -6 | i | -21 | i | i | i
CC(C)CNS(=O)(=O)c1ccc(CCC(=O)N2CCOCC2)cc1 | -3 | i | i | i | i | -7 | i | -2 | i | i | i
Cc1cc(C)c(S(=O)(=O)N2CCN(C(=O)N3CCCCC3)CC2)c(C)c1 | 19 | i | i | i | i | -8 | i | -2 | i | i | i
Cn1ncc(C#N)c1NC(=O)c1nn2cccnc2c1Cl | 1 | i | i | i | i | -9 | i | -5 | i | i | i
CCOc1ccccc1N1CCN(CC(=O)Nc2ncc(C)s2)CC1 | 0 | i | i | i | i | -14 | i | 7 | i | i | i
Cc1ccc(Nc2ccc(C(N)=O)cc2[N+](=O)[O-])cc1 | -7 | i | i | i | i | -9 | i | 2 | i | i | i
Nc1nc(SCC(=O)NCc2ccc(F)cc2)[nH]c(=O)c1NC(=O)c1ccc(Cl)cc1 | -3 | i | i | i | i | -5 | i | -2 | i | i | i
O=C(CN1C(=O)c2ccccc2S1(=O)=O)NC1CCCCCC1 | -8 | i | i | i | i | -3 | i | 4 | i | i | i
O=C(Nc1ccc(N2CCOCC2)cc1)c1ccc2nc(-c3ccco3)c(-c3ccco3)nc2c1 | 0 | i | i | i | i | 0 | i | / | i | i | i
CCSc1nc(N2CCOCC2)c2ccccc2n1 | 7 | i | i | i | i | -2 | i | 6 | i | i | i
CCc1cccc(OCCn2ccnc2)c1 | 8 | i | i | i | i | 0 | i | / | i | i | i
COC(=O)c1ccc(NC(=O)CN(C)Cc2cccc(F)c2)cc1 | 2 | i | i | i | i | -7 | i | 1 | i | i | i
CCN(CC(=O)NCC(=O)Nc1ccc(Br)cc1C)Cc1ccccc1 | 0 | i | i | i | i | -4 | i | -6 | i | i | i

The final 2 entries of the part before lead into the next:
mol | DYRK1A inh | TMEM16A inh | KCNQ1 act | TRPC4 agonist | KCNK3 block | hERG rescue | ANO1 activ | HDAC3 inh | KCNK9 inh | KCNQ1 inh | TRPC4 PAM
COC(=O)c1ccc(NC(=O)CN(C)Cc2cccc(F)c2)cc1 | 2 | i | i | i | i | -7 | i | 1 | i | i | i
CCN(CC(=O)NCC(=O)Nc1ccc(Br)cc1C)Cc1ccccc1 | 0 | i | i | i | i | -4 | i | -6 | i | i | i
Cc1ccc(C(=O)O)cc1NS(=O)(=O)c1ccc2ccccc2c1 | 9 | i | i | i | i | -3 | i | 12 | i | i | i
CS(=O)(=O)Nc1ccc(C(=O)CC(=O)Nc2ccc([N+](=O)[O-])cc2)cc1 | -8 | i | i | i | i | -5 | i | 5 | i | i | i
COC(=O)/C(=N\OCc1ccc(C#N)cc1)c1c(C)nn(C)c1C | -1 | i | i | i | i | -4 | i | 0 | i | i | i
Cc1cc(NC(=O)CCS(=O)(=O)c2nc(-c3ccccc3)cc(C(F)(F)F)n2)no1 | -4 | i | / | / | i | / | i | 5 | / | / | /
Cc1ccsc1C(=O)NNC(=O)c1csc(N2CCOCC2)n1 | -5 | i | i | i | i | -13 | i | 9 | i | i | i
COc1ccc(C2C(C(=O)N3CCOCC3)c3ccccc3C(=O)N2c2ccc(OC)cc2)cc1 (centres undefined) | -4 | i | i | i | i | -6 | i | -1 | i | i | i
CC1Cc2cc(S(=O)(=O)NCCC(=O)N(C)Cc3ccccc3)ccc2N1C(=O)C1CC1 (centres undefined) | 7 | i | i | i | i | -9 | i | 8 | i | i | i
Cc1csc(CNC(=O)C2CCC(=O)N(CCc3cccc(F)c3)C2)n1 (centres undefined) | -7 | i | i | i | i | -8 | i | / | i | i | i
Cc1ccc(NC(=O)NNC(=O)c2ccc3c(c2)NC(=O)C(C)(C)O3)cc1 | -2 | i | i | i | i | -5 | i | 2 | i | i | i
COc1cccc(C2CC(c3ccc(F)cc3)Nc3nc(N)nn32)c1 (centres undefined) | -5 | i | i | i | i | -6 | i | 0 | i | i | i
C=CCn1cccc(C(=O)Nc2cc(OC)ccc2OC)c1=O | -4 | i | i | i | i | -9 | i | -1 | i | i | i
Cc1ccc(-n2c(Cc3cccn3C)nnc2SCC(=O)NCc2ccc3c(c2)OCO3)cc1 | 3 | i | i | i | i | -5 | i | / | i | i | i
Cc1ccc(C(=O)C2=C(O)C(=O)N(c3ncccn3)C2c2ccc(Br)cc2)o1 (centres undefined) | / | i | i | i | / | -10 | / | 4 | i | i | i
CCOc1ccc(OC(=O)c2cccnc2)cc1 | 6 | i | i | i | i | -8 | i | 10 | i | i | i
O=C(Cn1c(=O)oc2cccnc21)Nc1ccc(C(F)(F)F)cc1 | / | i | i | i | i | -1 | i | -13 | i | i | i
COC(=O)c1sc(-c2ccccc2)cc1NC(C)=O | / | i | i | i | i | -19 | i | 1 | i | i | i
Cc1c(OC(C)C(=O)NCc2cccnc2)ccc2c3c(c(=O)oc12)CCCC3 (centres undefined) | / | i | i | i | i | -12 | i | -33 | i | i | i
CSc1nsc(SCC(=O)NCc2ccccc2)n1 | 1 | i | i | i | i | -10 | i | 4 | i | i | i
COc1ccc2c(c1)c1nnc(SCC(=O)N3C(C)CCCC3C)nc1n2C (centres undefined) | -1 | i | i | i | i | -16 | i | -2 | i | i | i
CCOC(=O)C1CCCN(Cc2nc(N)nc(Nc3ccc(C)cc3)n2)C1 (centres undefined) | -4 | i | i | i | i | -5 | i | 0 | i | i | i
CCc1ccc(C2C3=C(CCCC3=O)OC3=C2C(=O)CCC3)cc1 | 1 | i | i | i | i | -7 | i | 0 | i | i | i
c1ccc(Nc2cccc(Nc3ccccc3)c2)cc1 | 0 | i | i | i | i | -6 | i | -11 | i | i | i
CC(=O)NC(CC(=O)NCC(=O)Nc1ccc(F)c(F)c1)c1ccccc1 (centres undefined) | 3 | i | i | i | i | -4 | i | 0 | i | i | i
O=C(c1ccccc1)N1CCC(=O)N(C(CO)Cc2ccccc2)CC1 (centres undefined) | / | i | i | i | i | -3 | i | 5 | i | i | i
